Source: PubChem
SMN2 splice enh – enhancers of SMN2 splice variant expression | HEK293 SMN2-luciferase splicing reporter, luminescence, 30-36 h | AID 1458 | 210,000 tested, 2.8% active | Potency, µM (titrated, usually from 46.1 µM), inactives show at the highest dose activity change, positive = activation, actives largely listed as activators; active means well fitted activation curve with a large enough effect; inconclusive means small, poorly fitted or top-dose-only effect; inactive means no such curve, though single readings can be large or run the other way; further: % of control where 0% means no effect; nearly all actives have a fitted effect of over 55% in size
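HEK293 cells carry an SMN2 […]–luciferase reporter in which exon 7 inclusion puts luciferase in frame. Cells were plated 10-12 h before compound addition, then incubated 30-36 h at 37C. ONE-Glo luminescence was read; sodium butyrate at 4.5 mM final served as control.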
* hit, by the source's call; u = inconclusive; [ ] = another dose, or the depositor's remark. Potency means the concentration at half of the fitted maximal effect. Only part of the results is shown. The share of hits here may be higher or lower than overall.

SMILES	SMN2 splice enh
CCN(CC)c1ccc(CN(C(=O)Cc2coc3ccc(C)cc23)C2CCS(=O)(=O)C2)cc1 (stereo unspecified)	-13.5%
NC(=O)Cn1c(=O)n(CCCCCC(=O)NCc2ccccc2)c(=O)c2sccc21	3.1%
Cc1ccc(C)c(N2CCN(C(=O)CCc3nnc4n(CC(C)C)c(=O)c5ccccc5n34)CC2)c1	-0.2%
CC(C)Sc1ncc(Cl)c(C(=O)Nc2ccc(S(=O)(=O)N3CCCCC3)cc2)n1	1.1%
COc1ccc2[nH]c(=O)c(CN(C(=O)c3cccc(Cl)c3)c3ccccc3C)cc2c1	-1.1%
COc1ccc(C)cc1NC(=O)C1CCN(S(=O)(=O)c2c(C)noc2/C=C/c2ccco2)CC1	-15.2%
CCc1ccc(NC(=O)c2cc(C)nn2-c2ccccc2)cc1	-0.7%
Cc1cc2nn(-c3ccc(F)cc3)nc2cc1NC(=O)c1cccc2c(Cl)cccc12	6.3%
CCOc1ccc(NC(=O)Cn2cc(C(=O)c3ccc(CC)cc3)c(=O)c3cc(C)ccc32)cc1	1.3%
CSc1ccc(-c2nc3c(C)cccn3c2Nc2ccc3c(c2)OCCO3)cc1	-1.4%
COc1ccc(-c2cc(C(F)(F)F)nc(SCC(=O)N(C)Cc3ccccc3)n2)cc1	-34.9%[inhibitor]
CCn1c(C(=O)Nc2ccccc2C(=O)OC)cc2sc(Cl)cc21	-9.1%
Cc1ccc(C(=O)Nc2ccc(-c3cn4cccnc4n3)cc2)cc1C	15.7%
N#C/C(=C/c1ccc(Cl)cc1Cl)c1nc2ccccc2c(=O)[nH]1	-10.6%
CC(C)CN(CCNC(=O)c1cc(-c2ccc(Cl)s2)nc2ccccc12)CC(C)C	7.0%
Cc1cccc(C(=O)NCCc2nc3ccccc3n2CCC(C)C)c1	-15.8%
COc1cccc(CNS(=O)(=O)c2c(C)nc3scc(C)n3c2=O)c1	0.3%
COc1ccc(NC(=O)c2cc3nc(-c4ccc(C)c(C)c4)cc(C(F)(F)F)n3n2)cc1	-0.5%
Cc1cc(C)c(S(=O)(=O)Nc2ccc3oc(C)c(C(=O)OC(C)C)c3c2)cc1C	-20.7%
NC(=O)CSc1nc2c(oc3ccccc32)c(=O)n1-c1ccccc1F	-3.5%
O=S(=O)(c1ccc(F)cc1)N1CCC(Oc2cccc(C(F)(F)F)c2)CC1	-12.5%
O=S(=O)(c1ccccc1F)N1CCC(Oc2ccc(-n3cnnn3)cc2)CC1	-59.0%[inhibitor]
O=C(CN1C(=O)COc2ccc(Cl)cc21)Nc1cccc(C(=O)O)c1	4.6%
COc1cccc2c1cc1c(=O)n(CC(=O)N3CCCCC3)nc(C)n12	-11.8%
Cc1cc(C)c(NC(=O)Nc2csc3c2CCCC3)c(C)c1	-17.3%
COc1cc(C(=O)Nc2ccc(-c3nc4ccccc4o3)c(O)c2)cc(OC)c1OC	-3.9%
CCc1ccc(-c2nc(CSCC(=O)NCc3ccccc3OC)c(C)o2)cc1	-7.1%
CCOc1ccc(-n2c(-c3ccc(C)cc3)nc3c(cnn3-c3ccccc3)c2=O)cc1	4.0%
Cc1cc(C)c(NC(=O)CSc2nc3nc(C)cc(C)n3n2)c(C)c1	-0.8%
COc1cccc(C(=O)Nc2ccccc2-c2nnc(-c3ccc(C(C)(C)C)cc3)o2)c1	9.9%
CCN(CC)S(=O)(=O)c1ccc(C(=O)N2CC(=O)Nc3ccc(F)cc3C2c2ccccc2)cc1 (stereo unspecified)	2.2%
O=C(CCSc1nc(-c2ccco2)cc(C(F)(F)F)n1)Nc1cccc(O)c1	1.2%
Cc1nc2cc(-c3ccccc3)nn2c(C)c1CCC(=O)NCc1cccc(Cl)c1	9.1%
Cc1cccc(CCn2c(=O)c3ccccc3n(Cc3cccc(F)c3)c2=O)c1	14.2%
c1ccc(OCCn2c(COc3ccccc3)nc3ccccc32)cc1	-1.6%
COc1ccc(-n2nc3ccc(NC(=O)c4cc5ccccc5o4)cc3n2)cc1Cl	-7.4%
CCCn1c(=N)c(C(=O)NCc2cccnc2)cc2c(=O)n3cccc(C)c3nc21	3.4%
CC1=C(C(N)=O)C(c2cccc(Br)c2)n2nc(SCc3ccccc3)nc2N1 (stereo unspecified)	8.0%
COc1ccc(C(=O)Nc2ccccc2-c2nc3ccccc3s2)cc1OC	-9.8%
CCc1ccc(NC(=O)Cn2ncc3c(C)n(Cc4cccc(Cl)c4)c(C)c3c2=O)cc1	-1.4%
COc1cc(OC)cc(C(=O)Oc2c(Sc3ccccc3)c(C)nn2C(C)(C)C)c1	2.7%
CCC(=O)N1CCc2cc(S(=O)(=O)CCC(=O)N(C)c3ccc(OC)cc3)ccc21	-3.8%
COc1ccc(Nc2ncc(C(=O)Nc3ccc(F)cc3F)c3ccccc23)cc1	5.8%
COc1ccc(NC(=O)c2cc(-c3ccc4c(c3)OCO4)on2)c(OC)c1	-7.0%
Cc1ccccc1NC(=O)NCCCN1CCN(c2ccccc2F)CC1	4.1%
CCc1ccc2nc(N3CCC(C(=O)O)CC3)sc2c1	u
Cc1ccccc1-n1c(=O)c2ccccc2n(Cc2ccc(F)cc2)c1=O	-3.7%
CSc1ccc(/C=C/c2nc3ccccc3n2S(=O)(=O)c2ccc(Br)cc2)cc1	0.501µM*
COc1ccc(Nc2cc(C(=O)NCCCN3CCN(c4ccccc4F)CC3)c3ccccc3n2)c(OC)c1	-26.0%
COc1ccccc1NC(=O)c1oc2ccccc2c1NC(=O)c1c(F)cccc1F	-3.2%
Cc1cc(C)cc(C(=O)Nc2ccc(-c3nc4ncccc4o3)cc2)c1	-4.8%
Cc1ccc2oc(-c3cccc(NC(=O)c4sc5c([N+](=O)[O-])cccc5c4Cl)c3)nc2c1	6.7%
CN(C)S(=O)(=O)N(CC(=O)Nc1ccc(Br)cc1F)c1ccccc1	-8.1%
COc1cccc(CNC(=O)CCc2c(C)c3cc4c(C)coc4c(C)c3oc2=O)c1	14.3%
COC(=O)c1cc(NC(=O)c2ccc(-c3ccc(Cl)cc3Cl)o2)cc(C(=O)OC)c1	1.9%
CCC(=O)N1CCc2cc(Br)cc(S(=O)(=O)CCC(=O)Nc3cccc(Cl)c3)c21	-1.2%
COc1ccc(Nc2c(-c3cc(Br)ccc3O)nc3ncccn23)cc1OC	-4.0%
CCCCCOc1ccc(/C=C/C(=O)Nc2sc(C(C)=O)c(C)c2C(=O)OCC)cc1OC	-1.3%
Cc1ccc(Cn2cc(/C=C(/C#N)C(=O)Nc3cccc(Cl)c3)c3ccccc32)cc1	-3.6%
Cc1noc(C)c1S(=O)(=O)Nc1ccc(C(=O)Nc2ccc(C(C)C)cc2)cc1	-3.4%

Printed as active in SMN2 splice enh (from the list above):
SMILES	SMN2 splice enh
CSc1ccc(/C=C/c2nc3ccccc3n2S(=O)(=O)c2ccc(Br)cc2)cc1	0.501µM*

New compounds follow:
SMILES	SMN2 splice enh
Cc1ccc(NC(=O)CN2C(=O)C(c3ccccc3)=NC23CCCCC3)cc1C	17.0%
COc1ccc(-c2nc(SCC(=O)Nc3ccc4c(c3)OCO4)c(-c3ccccc3)[nH]2)cc1	10.0%
Cc1cccc(N2CCN(C(=O)CS(=O)(=O)Cc3nc(-c4ccccc4C)oc3C)CC2C)c1 (stereo unspecified)	-53.3%[inhibitor]
COc1ccccc1N(CC(=O)NCCSCc1ccccc1)S(C)(=O)=O	-15.2%
C=C(C)Cn1c(SCC(=O)c2ccc(Br)cc2)nc2sc3c(c2c1=O)CCCC3	7.6%
Cc1ccc(S(=O)(=O)c2cn(CC(=O)Nc3ccc4c(c3)OCO4)c3ccccc3c2=O)cc1C	3.7%
CCN(CC)CCOC(=O)c1ccc(NC(=O)CSc2cc(=O)n(CC)c3ccccc23)cc1	41.7%
COc1cc(C(=O)NCc2nc(-c3ccc(Cl)cc3)no2)cc(OC)c1OC	-0.4%
COc1ccccc1Nc1c2c(nc3ccc(NC(=O)c4cccc(F)c4)cc13)CCCC2	-1.5%
CCOc1ccc(NC(=O)c2cc3c(=O)n4cccc(C)c4nc3s2)cc1	3.8%
COc1ccc(Cc2nc3ccccc3n2Cc2ccccc2F)cc1	-34.4%[inhibitor]
COC(=O)c1cccc(CN2C(=O)SC(Nc3ccc(Cl)cc3)C2=O)c1 (stereo unspecified)	-5.1%
COc1ccc(Oc2nc3c(c(=O)n(Cc4ccccc4Cl)c(=O)n3C)n2C)cc1	1.5%
COc1ccc(Nc2c3c(nc4ccc(NC(=O)/C=C/c5cc(OC)c(OC)c(OC)c5)cc24)CCCC3)cc1OC	-66.6%[inhibitor]
CCCSc1ncc(Cl)c(C(=O)Nc2c(C(=O)c3ccc(F)cc3)oc3ccccc23)n1	-3.4%

In the list so far, these contain bromine:
SMILES	SMN2 splice enh
CC1=C(C(N)=O)C(c2cccc(Br)c2)n2nc(SCc3ccccc3)nc2N1 (stereo unspecified)	8.0%
CSc1ccc(/C=C/c2nc3ccccc3n2S(=O)(=O)c2ccc(Br)cc2)cc1	0.501µM*
CN(C)S(=O)(=O)N(CC(=O)Nc1ccc(Br)cc1F)c1ccccc1	-8.1%
CCC(=O)N1CCc2cc(Br)cc(S(=O)(=O)CCC(=O)Nc3cccc(Cl)c3)c21	-1.2%
COc1ccc(Nc2c(-c3cc(Br)ccc3O)nc3ncccn23)cc1OC	-4.0%
C=C(C)Cn1c(SCC(=O)c2ccc(Br)cc2)nc2sc3c(c2c1=O)CCCC3	7.6%

The listing picks up, starting 4 compounds before the break.
SMILES	SMN2 splice enh
COC(=O)c1cccc(CN2C(=O)SC(Nc3ccc(Cl)cc3)C2=O)c1 (stereo unspecified)	-5.1%
COc1ccc(Oc2nc3c(c(=O)n(Cc4ccccc4Cl)c(=O)n3C)n2C)cc1	1.5%
COc1ccc(Nc2c3c(nc4ccc(NC(=O)/C=C/c5cc(OC)c(OC)c(OC)c5)cc24)CCCC3)cc1OC	-66.6%[inhibitor]
CCCSc1ncc(Cl)c(C(=O)Nc2c(C(=O)c3ccc(F)cc3)oc3ccccc23)n1	-3.4%
Cc1cc(N2CCC(C)CC2)nc2ccc(NC(=O)CCC(=O)N3CCN(c4ccccc4F)CC3)cc12	-11.7%
Cc1cc(C)cc(NC(=O)C(=O)NC(C)c2ccccc2)c1 (stereo unspecified)	-15.7%
CCOc1cc(C(=O)N(Cc2nc(-c3ccc(C)cc3)no2)C(C)C)cc(OCC)c1OCC	0.5%
O=C(CSc1nc2c(oc3ccccc32)c(=O)n1-c1ccccc1)Nc1ccc(F)c(Cl)c1	10.1%
COC(=O)c1ccc(NC(=O)CN(Cc2ccccc2)S(=O)(=O)c2ccc(C)cc2)cc1	-15.1%
Cn1c(=O)n(C)c2cc(N3CCOCC3)c(NS(=O)(=O)c3ccc(Cl)cc3)cc21	16.8%
Fc1ccc(NCc2ccccc2-c2nnc(-c3ccccc3Cl)o2)cc1	6.0%
O=C(Cn1c(=O)n(-c2ccccc2Cl)c(=O)c2sc3ccccc3c21)NC1CCCC1	-3.8%
COc1ccccc1CNC(=O)CCCCn1c(=O)c2ccccc2n(CC(=O)Nc2cc(Cl)ccc2C)c1=O	2.4%
CCOc1ccc(NC(=O)Cn2c(=O)n(-c3ccc(C)cc3)c(=O)c3cc(OC)c(OC)cc32)cc1	8.3%
Cc1sc2ncn(CC(=O)N3CCN(c4ccc(F)cc4)CC3)c(=O)c2c1S(=O)(=O)N1CCN(c2ncccn2)CC1	5.6%
O=C(c1ccccc1Cl)N1CCCC(c2nc3c(nnn3Cc3ccc(F)cc3F)c(=O)[nH]2)C1 (stereo unspecified)	-3.6%
CCC(C)NC(=O)c1sc2nc(C)c(C(=O)Nc3ccc(C)cc3C)c(-c3ccc(NC(C)=O)cc3)c2c1N (stereo unspecified)	-12.0%
COc1cc2c(-c3ccccc3C)nc3c(c(C)nn3-c3ccccc3)c2cc1OC	-13.6%
CCOC(=O)c1c(-c2ccc(OC)c(OC)c2)csc1NC(=O)c1ccc(F)cc1	7.7%
N#Cc1c(-n2ncnc2-c2cccc(Cl)c2)sc2c1CCCCC2	0.9%
Cc1[nH]c2c(C)cccc2c1CCNC(=O)c1cc2ccccc2oc1=O	19.1%
CCn1c(=O)cc(OCC(=O)NCc2ccccc2OC)c2ccccc21	2.4%
CN(C(=O)c1cc2c(s1)-c1ccc(Cl)cc1SC2)c1cccc(C(F)(F)F)c1	5.0%
Cc1ccc(CNC(=O)c2nc(SCc3ccccc3F)ncc2Cl)cc1	1.8%
CCOc1sc2nc(C)n(CC(=O)Nc3cccc(C)c3)c(=O)c2c1C	9.2%
CCC(Cn1nnc2ccccc2c1=O)NC(=O)Nc1cccc(Cl)c1 (stereo unspecified)	-12.2%
CCOc1cc2sc(N3CCC(C(=O)Nc4ccccc4C(=O)OC)CC3)nc2cc1Br	7.9%
COc1cccc(-c2nn(C)c3sc(C(=O)NCCc4cccc(C)c4)cc23)c1	-11.2%
CCOC(=O)c1c(NC(=O)CSc2cn(CCNC(=O)c3ccc(OC)c(OC)c3)c3ccccc23)sc2c1CCC2	-0.7%
Cc1ccc(-n2c3c(cc(-c4nc(-c5ccc(Cl)cc5)cs4)c2=O)C(=O)CC(C)(C)C3)cc1	-4.7%
CCOc1ccc(-n2c(=O)c3c(C)c(C)sc3n(CC(=O)NCCc3ccccc3)c2=O)cc1	3.5%
Cc1cccc(C)c1NC(=O)CN(Cc1ccc(Br)cc1)S(=O)(=O)c1ccccc1	-15.3%
Cc1cccc(OCCOCCn2c(-c3ccc(Cl)cc3)nc3ccccc3c2=O)c1C	8.9%
CCCOc1ccc(-c2cc(C(F)(F)F)c(C#N)c(SCCC(=O)O)n2)cc1	0.9%
CC(C)c1ccc(NS(=O)(=O)c2ccc3[nH]cc(C(=O)N4CCCC4)c(=O)c3c2)cc1	5.4%
Cc1ccc(C)c(NC(=O)C2CCCN(c3nc4ccccc4s3)C2)c1 (stereo unspecified)	13.0%
